Tau fibril ThT: inhibitors of human tau fibril formation, thioflavin T binding | P10636 | recombinant tau K18 P301L, heparin-induced fibrillization, ThT fluorescence | Potency, µM (top dose mostly 57.4 µM), inactives show top-dose activity, negative = inhibition, most hits filed as inhibitors | 270,000 compounds, 2.1% hits | AID 1460; also: % is scaled to controls: 0 for no effect and ±100 for the full control effect; nearly all actives have a fitted effect of over 55% in size
Target sequence (P10636 561-689 P618L limits assumed): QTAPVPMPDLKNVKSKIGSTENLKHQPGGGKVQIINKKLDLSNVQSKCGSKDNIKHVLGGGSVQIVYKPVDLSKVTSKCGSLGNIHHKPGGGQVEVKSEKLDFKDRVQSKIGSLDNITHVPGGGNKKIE
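K18 P301L tau (15 uM + 0.24 uM Alexa 594-tagged), heparin 20 uM, NaOAc pH 7, 6 h 37 C; ThT 30 uM, 1 h RT, ex 450/em 510 nm.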
TRb SRC2 PPI: TRbeta-SRC2 interaction inhibition; P10828; TRbeta-SRC2 peptide binding, fluorescence polarization; receptor liganded with 1 µM T3; Potency, µM (top dose mostly 106 µM), for the others: at the highest dose activity change, negative = inhibition, hits mostly inhibitors; 280,000 compounds, 0.065% hits; AID 1469;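 also: plate controls were bound peptide for no effect and peptide without receptor for full effect; nearly all actives have a fitted effect of over 50% in size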
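Binding of a 20-amino-acid Texas Red SRC2 peptide (20 nM) to TRb ligand-binding domain (0.6 uM) with agonist T3 at 1 uM was followed by fluorescence polarization after a 5 hr room-temperature incubation.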
L3MBTL1 inh: inhibitors of human L3MBTL1. Q9Y468. AlphaScreen L3MBTL1–H3K9me1 peptide binding. Potency, µM (highest dose often 57.1 µM), without a hit: at the top dose activity, negative = inhibition, usual class: inhibitors. 230,000 compounds, 0.66% hits. AID 485360; also: % is scaled to controls: 0 for no effect and ±100 for the full control effect; nearly all actives have a fitted effect of over 60% in size
Target sequence (Q9Y468 whole entry, looked up): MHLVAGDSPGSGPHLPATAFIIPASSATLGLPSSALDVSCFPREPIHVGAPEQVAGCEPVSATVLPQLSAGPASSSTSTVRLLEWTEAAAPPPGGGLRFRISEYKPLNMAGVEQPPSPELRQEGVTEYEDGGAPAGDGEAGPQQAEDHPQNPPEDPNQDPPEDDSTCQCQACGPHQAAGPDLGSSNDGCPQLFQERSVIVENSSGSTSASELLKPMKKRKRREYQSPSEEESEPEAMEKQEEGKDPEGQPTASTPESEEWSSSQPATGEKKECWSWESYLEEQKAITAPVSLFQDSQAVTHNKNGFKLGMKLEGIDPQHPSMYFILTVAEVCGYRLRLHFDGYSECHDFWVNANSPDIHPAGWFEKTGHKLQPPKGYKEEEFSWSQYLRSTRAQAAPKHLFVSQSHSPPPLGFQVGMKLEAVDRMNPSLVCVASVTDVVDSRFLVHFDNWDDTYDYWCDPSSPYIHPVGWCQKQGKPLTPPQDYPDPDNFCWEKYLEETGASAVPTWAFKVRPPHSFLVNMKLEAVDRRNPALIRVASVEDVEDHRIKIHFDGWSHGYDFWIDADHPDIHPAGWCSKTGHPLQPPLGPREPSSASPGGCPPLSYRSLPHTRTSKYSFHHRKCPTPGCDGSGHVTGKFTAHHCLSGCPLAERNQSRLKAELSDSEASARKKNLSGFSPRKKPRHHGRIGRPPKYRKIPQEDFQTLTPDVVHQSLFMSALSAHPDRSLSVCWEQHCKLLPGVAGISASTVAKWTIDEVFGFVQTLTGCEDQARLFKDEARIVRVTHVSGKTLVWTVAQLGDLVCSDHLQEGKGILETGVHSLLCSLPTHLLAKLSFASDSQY
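Displacement of a biotinylated histone H3(1-15) peptide monomethylated at Lys9 (75 nM) from L3MBTL1 (50 nM) was measured by AlphaScreen after a 30 min room-temperature compound incubation; cefsulodin titration served as intraplate control.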
HTT cytoprotect: protects HTT-Q103 PC12 cells, measured by ATP | AID 1471 | 230,000 compounds, 0.14% hits | Potency, µM (highest dose often 56.4 µM), for the others: cytoprotection (ATP increase), usual class: activators | PC12 HTT-Q103 induced, cytoprotection, ATP luminescence, 40 h;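 also: % of control where 0% means no effect; nearly all actives have a fitted effect of over 45% in size; toxic huntingtin expression switched on by the ecdysone agonist tebufenozide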
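Quantitative HTS on tebufenozide-induced (100 nM) PC12 cells expressing HTTQ103 exon 1–GFP; compounds tested as a concentration series; survival measured via cellular ATP.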
Tau FP inhib: blocks human tau fibril formation measured by polarization; P10636; K18 P301L tau heparin fibrillization, Alexa594 FP, 6 h; Potency, µM (titrated, usually from 57.7 µM), inactives show at the highest dose activity, negative = inhibition, most hits filed as inhibitors; 280,000 compounds, 0.39% hits; AID 1468; also: % is scaled to controls: 0 for no effect and ±100 for the full control effect; nearly all actives have a fitted effect of over 55% in size
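K18 P301L tau (15 uM unlabeled/0.24 uM Alexa 594-labeled, final) + compound + heparin 20 uM final; 100 mM NaOAc pH 7; 6 hr 37 C; ThT 30 uM final added, 1 hr RT; FP ex 555/em 632 nm.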
RECQ1 inh: RECQ1 (human) helicase inhibition; RECQ1 DNA unwinding, red fluorescence kinetic read; AID 2549; P46063; 240,000 compounds, 0.54% hits; Potency, µM (highest dose often 57.3 µM), for inactives: top-dose activity, negative = inhibition, usual class: inhibitors;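 also: plate controls were vehicle for no effect and no enzyme for full effect; nearly all actives have a fitted effect of over 30% in size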
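RECQ1T1 50 nM; forked duplex (20 bp + 30-nt ss tails) 200 nM, ATP 2 mM final; pH 8.0, 2 mM MgCl2, 2.5 ug/ml poly(dI-dC); 15 min compound preincubation; discontinuous kinetic read over 2 h at RT.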
Tau fluor cs: counter-screen for tau fibril formation inhibitors. 280,000 compounds, 0.93% hits. Potency, µM (doses to about 57.7 µM), inactives show top-dose activity change, negative = decrease. AID 1463. tau K18 P301L (four-repeat tau fragment) Alexa594 fluorescence, heparin fibrillization; also: % is scaled to controls: 0 for no effect and ±100 for the full control effect; nearly all actives have a fitted effect of over 55% in size
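Human K18 P301L tau (15 uM unlabeled plus 0.24 uM Alexa 594-labeled, final) in 100 mM sodium acetate pH 7 was mixed with compound and 20 uM heparin and incubated 6 hr at 37 C.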
TexasRed fluor: counter-screen for TRb-SRC2 inhibitors: fluorescence interference; TRb/SRC2 Texas Red total fluorescence interference; Potency, µM (highest dose often 106 µM), without a hit: at the highest dose fluorescence change, negative = quenching; 280,000 compounds, 0.29% hits; AID 1479; active = well fitted curve in either direction with a large enough effect; inconclusive = small, poorly fitted or top-dose-only effect; also: % is scaled to controls: 0 for no effect and ±100 for the full control effect
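Human TRb ligand-binding domain at 0.6 uM with 20 nM Texas Red SRC2 peptide in Tris buffer containing 1 uM T3 and 5% DMSO, incubated with compound 5 h at ambient temperature. Total fluorescence (555/632 nm) calculated as parallel + 2 × perpendicular.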
An asterisk follows results filed as active; i = inactive; u = inconclusive; x = not tested or not shown; [ ] = dose if it differs, or a comment. Unless noted, calls follow the shape of the dose curve; as a rule, active = well fitted curve in the direction sought with a large enough effect; inconclusive = small, poorly fitted or top-dose-only effect, or another doubt; inactive = no such curve, though single readings can be large; an effect the other way counts as inactive or inconclusive. Potency is read from the fitted curve at half-maximal effect. An excerpt (hit frequency here may not be typical).

Value order: Tau fibril ThT	TRb SRC2 PPI	L3MBTL1 inh	HTT cytoprotect	Tau FP inhib	RECQ1 inh	Tau fluor cs	TexasRed fluor
[1] Cc1cc(Cl)cc(Cl)c1OCC(=O)NCc1ccco1
→ u	-27%	-9%	-29%	-14%	-20%	-14%	1%
[2] COCCN1CCN(c2c3c(nc4cc(-c5cccc(F)c5)nn24)CCC3)CC1
→ -9%	2%	9%	3%[10 µM]	5%	-1%	0%	-4%
[3] FC(F)Oc1ccc(-c2csc(Cc3nnc4n3CCCCC4)n2)cc1
→ -10%	-5%	13%	-6%[10 µM]	5%	i	-2%	-8%
[4] Cc1ccc(S(=O)(=O)c2nnn3c2nc(NCc2ccc4c(c2)OCO4)c2sccc23)cc1C
→ 14%	-4%	x	x	u	x	-24%	-1%
[5] Cc1csc(NC(=O)C2C3C=CC(C3)C2C(=O)O)n1 (centres undefined)
→ -3%	-1%	x	-13%	-6%	1%	-6%	0%
[6] Cn1cnnc1SCc1ccc(C(=O)N/N=C/c2cccs2)cc1
→ -17%	8%	x	-118%[inhibitor]	-2%	-3%	-3%	-4%
[7] N/C(=N\OC(=O)c1cccs1)c1ccc(Cl)cc1
→ x	1%	x	8%[10 µM]	1%[0.0958 µM]	-11%	0%[0.0958 µM]	1%
[8] CC1=Nc2ccccc2N=C(NC(=O)CSc2nnnn2-c2ccccc2)C1c1ccccc1 (centres undefined)
→ 1%	-7%	x	10%	-10%	3%	u	1%
[9] O=C(Cc1ccccc1)NC1CCN(S(=O)(=O)c2cccc(F)c2)CC1
→ 6%	-1%	5%	-19%	2%	-8%	1%	-3%
[10] O=C(COc1ccc2c3c(c(=O)oc2c1)CCC3)NC1CCCCC1
→ -10%	9%	-3%	-7%[10 µM]	0%	-7%	0%	3%
[11] COc1ccc(S(=O)(=O)NC(C)CCc2ccccc2)cc1 (centres undefined)
→ 2%	1%	11%	-11%	-10%	i	-13%	-1%
[12] Cc1cc(C)cc(NC(=O)C(Cc2ccccc2)N2Cc3ccccc3C2=O)c1 (centres undefined)
→ 2%	-6%	x	x	-6%	x	-6%	-16%
[13] CN(C)c1ccnc(-n2cccc2/C=N/OCc2ccc(F)cc2Cl)c1C#N
→ -12%	0%	x	-1%	-8%	i	-28%	0%
[14] COc1ccc(N2CCN(c3ncccc3-c3nc(-c4ccccc4C)no3)CC2)cc1
→ 17%	2%	x	x	4%	x	-2%	0%
[15] Cc1ccc(C)c(NC(=S)NC(NC(=O)Cc2cccc3ccccc23)C(Cl)(Cl)Cl)c1 (centres undefined)
→ -4%	-5%	x	-109%[inhibitor]	u	-4%	-10%	-8%
[16] Cc1cccc(/N=C/c2c(O)ccc3oc4c(c23)CCCC4)n1
→ u	-3%	47%[activator]	3%[10 µM]	-3%	-2%	-14%	-1%
[17] CC1CCCCC12NC(=O)N(CC(=O)NC(=O)Nc1ccc3c(c1)OCCO3)C2=O (centres undefined)
→ -11%	2%	1%	-34%	7%	i	-7%	-3%
[18] CCOc1ccc(S(=O)(=O)NCc2csc(C)n2)cc1
→ 1%	-1%	-9%	-15%[1.9 µM]	3%	-15%	5%	0%
[19] COC(=O)C1=C(N)Oc2cc(C)n(CC3CCCO3)c(=O)c2C1c1ccccc1OC (centres undefined)
→ -4%	-2%	0%	-26%[0.074 µM]	-1%	-14%	3%	1%
[20] CCS(=O)(=O)NCC(c1cccnc1)N1CCN(c2ccccc2)CC1 (centres undefined)
→ -12%	6%	2%	-10%[10 µM]	7%	-1%	-6%	0%
[21] O=C(Nc1ccc(Br)cc1)c1cc(-c2cccs2)nc2ccccc12
→ 4%	-3%	x	x	-6%	x	-21%	-4%
[22] O=[N+]([O-])c1ccc(N/N=C2\CC3CC=CC23)c([N+](=O)[O-])c1 (centres undefined)
→ u	8%	u	-21%	7%	-16%	u	-2%
[23] COc1ccc(-c2nc(N)sc2C2(O)C(=O)Nc3c(Br)cc(F)cc32)cc1OC (centres undefined)
→ -11%	-2%	x	7%	10%	i	-6%	-1%
[24] O=C(CCl)N1N=C(c2ccco2)CC1c1cccs1 (centres undefined)
→ -17%	-3%	-10%	37%[10 µM]	6%	-12%	1%	2%
[25] CN(C(=O)CCc1ccccc1)c1nnc(-c2ccncc2)s1
→ -2%	-5%	1%	x	-3%	i	-3%	-1%
[26] O=C(CNS(=O)(=O)c1ccc(Br)s1)N1CCN(c2ccccc2F)CC1
→ -16%	0%	x	x	0%	x	-18%	1%
[27] COC(=O)C1=C(C)N(Cc2ccccc2)C(=O)N[C@H]1c1cccc(F)c1
→ -2%[11.5 µM]	4%[11.2 µM]	x	u	-1%[11.6 µM]	-5%[11.5 µM]	-5%[11.6 µM]	-2%[11.2 µM]
[28] Cn1c(SCC(=O)O)nnc1-c1ccc2ncccc2c1
→ x	3%	x	-7%[10 µM]	-4%	-1%	-29%	1%
[29] CSC1=NC2(CCN(C(=O)NC3CCCCC3)CC2)N=C1c1ccc(C)c(C)c1
→ -10%	1%	x	x	-6%	x	-1%	-4%
[30] C#CCOCCOCCOCCNc1nc(N2CCN(C(=O)[C@H](CCC(=O)O)n3cc(C(N)CC(C)C)nn3)CC2)nc(N2CCN(C(=O)[C@H](Cc3ccc(O)cc3)n3cc(C(N)[C@H](C)CC)nn3)CC2)n1 (some centres undefined)
→ -2%	-2%	-16%	11%[10 µM]	1%	u	7%	-1%
[31] Cc1nc([N+](=O)[O-])c(NCCO)n1Cc1ccccc1
→ -5%	-2%	x	-24%	5%	-7%	-8%	-1%
[32] CCSc1nc2sc3c(c2c(=O)[nH]1)CCc1ccccc1-3
→ u	-4%	-6%	2%[10 µM]	-15%	-1%	-18%	-1%
[33] COc1ccc(NC(=O)C/C(C)=N/NC(=O)C(=O)Nc2cccc(Cl)c2C)c(OC)c1
→ u	4%	x	-31%[inhibitor]	-15%	9%	-29%	4%
[34] C[C@@H]1C=C(C(=O)N2CCN(C)CC2)O[C@H](OCc2ccc(CO)cc2)C1
→ -6%	4%	5%	24%[10 µM]	-1%	i	-8%	0%
[35] COc1cc(NC(=O)Cn2ccn(Cc3ccccc3OC)c(=O)c2=O)cc(OC)c1
→ -7%	2%	x	x	-4%	x	-4%	2%
[36] COc1ccccc1OCC(=O)NNC(=O)c1c(-c2ccccc2Cl)noc1C
→ 1%	-6%	x	-14%	-4%	8%	-2%	-1%
[37] COc1ccc(OCC(=O)N2CCN(c3cccc(C(F)(F)F)c3)CC2)cc1
→ -14%	1%	-3%	-4%[10 µM]	5%	-7%	-5%	-1%
[38] NC(=O)c1cc(C(=O)c2ccc(Cl)cc2)c[nH]1
→ -5%	3%	3%	-41%	-7%	i	-6%	0%
[39] CC(C)N=C(NS(=O)(=O)c1ccccc1)C(Cl)(Cl)Cl
→ 17%	1%	-1%	-59%[inhibitor][10 µM]	10%	3%	15%	-4%
[40] O=C(CCS(=O)(=O)c1ccccc1)Nc1nccs1
→ -6%	0%	x	-4%	-6%	-11%	-6%	0%

Shown in transposed form: entries from further up
22. O=[N+]([O-])c1ccc(N/N=C2\CC3CC=CC23)c([N+](=O)[O-])c1 (centres undefined)
23. COc1ccc(-c2nc(N)sc2C2(O)C(=O)Nc3c(Br)cc(F)cc32)cc1OC (centres undefined)

assay / entry | 22 | 23
Tau fibril ThT | u | -11%
TRb SRC2 PPI | 8% | -2%
L3MBTL1 inh | u | x
HTT cytoprotect | -21% | 7%
Tau FP inhib | 7% | 10%
RECQ1 inh | -16% | i
Tau fluor cs | u | -6%
TexasRed fluor | -2% | -1%

Next section:
Value order: Tau fibril ThT	TRb SRC2 PPI	L3MBTL1 inh	HTT cytoprotect	Tau FP inhib	RECQ1 inh	Tau fluor cs	TexasRed fluor
[41] COc1cccc(C(=O)c2cc3ccc(O)cc3oc2=O)c1
→ -14%	1%	7%	-37%	0%	-10%	-19%	-4%
[42] O=C(N/N=C/c1ccc(Cl)cc1)c1cc(-c2cccnc2)nc2ccccc12
→ 5%	0%	x	-93%[inhibitor]	u	-12%	-28%	0%
[43] Cc1cccc(N2CCN(C(=O)C3CCCN(S(=O)(=O)c4ccc(Br)s4)C3)CC2)c1C (centres undefined)
→ -14%	2%	x	x	-3%	x	-13%	1%
[44] COc1cc(CNc2ccc3[nH]c(=O)[nH]c3c2)cc(Br)c1OCc1ccc(F)cc1
→ u	-15%	x	x	u	x	u	u
[45] COC(=O)c1nnn(CC(=O)Nc2ccc(Br)c(C)c2)c1N
→ -11%	0%	x	x	-14%	x	-15%	-2%
[46] CC(C)Cn1nnnc1S(=O)(=O)Cc1ccccc1
→ -5%	-3%	x	-26%	u	-5%	-1%	-1%
[47] O=c1c(O)c(-c2ccccc2)oc2cccc(O)c12
→ u	3%	x	x	-5%	-7%	-22%	-1%
[48] O=[N+]([O-])c1cccc(-c2c[n+]3c(n2-c2ccccc2)SCC3)c1
→ -6%	2%	-3%	-35%[inhibitor]	-3%	-7%	-8%	-4%
[49] Cc1ccc(C(=O)Nc2ccc(C)c(S(=O)(=O)Nc3ccccc3Cl)c2)s1
→ 5%	3%	3%	30%[0.074 µM]	u	-11%	u	-2%
[50] CCCC(c1nnnn1CC(=O)OCC)N(Cc1cc2ccc(C)cc2[nH]c1=O)C1CCCC1 (centres undefined)
→ u	1%	-5%	-4%	-7%	-8%	0%	-4%
[51] CCCc1nn2c(=O)cc(COC(=O)c3cccc(NC(=O)c4ccc(OCC)cc4)c3)nc2s1
→ u	-4%	x	x	-3%	x	-15%	0%
[52] Cc1ccc(N2C(=O)c3ccc(N)cc3C2=O)cc1
→ -12%	1%	15%	-11%[10 µM]	8%	-6%	-10%	-2%
[53] COc1ccc(C(=O)Oc2c(Sc3ccc(C)cc3)c(C)nn2C(C)(C)C)cc1OC
→ u	2%	x	x	-17%	x	-25%	-5%

Results in sequence from the list:
Compounds 9–14 in Tau FP inhib: 2%, 0%, -10%, -6%, -8%, 4%
Compounds 9–14 in Tau fluor cs: 1%, 0%, -13%, -6%, -28%, -2%
Compounds 9–14 in TRb SRC2 PPI: -1%, 9%, 1%, -6%, 0%, 2%
